Assay outcomes as filed in PubChem.
PI4K2A block – inhibitors of human PI4K2A. AID 1346378. 420,000 tested, 0.13% active. activity change, negative = inhibition, % at 76.9 µM. purified PI4K2A, ADP-Glo luminescence, 1 h; active compounds read low. Q9BTU6; in the data active = activity change below about -50%; inconclusive = mostly about -30% to -49%;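 also: -100% = wells without enzyme as full effect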
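In this quantitative HTS, ADP production by PI4K2A was quantified luminescently after 1 h at ambient temperature; 100 microM adenosine served as plate-quality control.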
USP1 inh – USP1/UAF1 (human) deubiquitinase inhibition; AID 743255; Potency, µM (series often up to 57.1 µM), inactives show top-dose activity change, negative = inhibition, actives largely listed as inhibitors; recombinant USP1/UAF1, Ub-Rhodamine cleavage fluorescence; 390,000 tested, 0.23% active; also: potency is read from the fitted curve at half-maximal effect; % is scaled to controls: 0 for no effect and ±100 for the full control effect; nearly all actives have a fitted effect of over 60% in size; inactives centre near -12
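1 nM enzyme complex + cpd, 15 min RT; start with Ub-Rho 150nM final; kinetic fluorescence ex 480/em 540, 6 reads q60 s. Buffer 50mM HEPES pH 7.8, 0.5mM EDTA, 0.1 mg/ml BSA, 1mM TCEP, 0.01% Tween-20.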
rTrxR1 inhibitor – inhibitors of rat thioredoxin reductase 1; O89049; recombinant rTrxR1, NADPH fluorescence consumption, selenite substrate; Potency, µM (series often up to 114 µM), without a hit: at the top dose activity change, negative = inhibition, usual class: inhibitors; 390,000 tested, 1% active; AID 588453; also: potency is read from the fitted curve at half-maximal effect; % is scaled to controls: 0 for no effect and ±100 for the full control effect; nearly all actives have a fitted effect of over 65% in size
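Rat TrxR1 (90 nM in the dispensed reagent) was pre-reduced with 400 uM NADPH for 5 min at room temperature, then incubated with compound for 15 min. After 400 uM selenite was added, NADPH fluorescence (Ex 340/Em 450 nm) was followed for 8 min.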
mIDH1 inhibitor – blocks human mutant IDH1 R132H enzyme | IDH1-R132H enzyme, NADPH consumption, diaphorase/resazurin fluorescence | O75874 | Potency, µM (doses to about 76.6 µM), inactives show at the top dose activity change, negative = inhibition, hits mostly inhibitors | 390,000 tested, 0.093% active; also: potency is read from the fitted curve at half-maximal effect; % is scaled to controls: 0 for no effect and ±100 for the full control effect; nearly all actives have a fitted effect of over 65% in size
Target sequence (O75874 whole entry R132H, stated change not applied): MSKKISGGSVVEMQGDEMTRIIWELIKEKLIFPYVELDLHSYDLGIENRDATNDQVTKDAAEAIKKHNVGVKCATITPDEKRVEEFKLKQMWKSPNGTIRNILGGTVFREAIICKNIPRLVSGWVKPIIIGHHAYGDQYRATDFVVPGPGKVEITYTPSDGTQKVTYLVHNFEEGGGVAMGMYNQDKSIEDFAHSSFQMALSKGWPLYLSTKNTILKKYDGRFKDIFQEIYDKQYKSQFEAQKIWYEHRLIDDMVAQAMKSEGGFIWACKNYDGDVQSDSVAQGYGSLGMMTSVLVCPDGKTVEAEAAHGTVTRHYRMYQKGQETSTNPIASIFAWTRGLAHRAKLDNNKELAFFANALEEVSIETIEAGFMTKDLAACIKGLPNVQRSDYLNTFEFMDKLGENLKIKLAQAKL
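IDH1-R132H (0.5 ug/mL dispensed) in pH 7.5 Tris buffer was preincubated 30 min with compound, then given a substrate mix of 0.016 mM NADPH and 2 mM alpha-KG for 80 min at room temperature; remaining NADPH was read by diaphorase/resazurin fluorescence.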
TrxR1 substrate – is turned over as a substrate by rat TrxR1. purified TrxR1 substrate turnover, NADPH consumption readout. Potency, µM (highest dose often 114 µM), inactives show top-dose activity change, negative = substrate turnover. 390,000 tested, 0.01% active; also: potency is read from the fitted curve at half-maximal effect; % is scaled to controls: 0 for no effect and ±100 for the full control effect; nearly all actives have a fitted effect of over 50% in size
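Rat TrxR1, dispensed at 90 nM, was prereduced with 400 uM NADPH (final) for 5 min at ~22 deg C, then incubated with compound 15 min before 400 uM selenite. A first-read NADPH fluorescence drop versus no-compound background flagged substrates.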
TRHR agonist – activates the human TRH receptor; activation, % at 2 µM; TRHR cells, calcium flux fluo-8, FDSS agonist mode; 360,000 tested, 0.18% active; P34981; in the data active = activation above about 30%; also: 0% is about no effect
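TRHR-expressing cells, plated overnight in medium with 10% serum, were loaded with fluo-8 calcium dye at room temperature. After a 10 s baseline, library compound was pin-added and calcium release was recorded kinetically (ex 480/em 530) as agonist response.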
D2 antagonist – antagonizes the human D2 dopamine receptor; P14416; 340,000 tested, 2% active; HEK293 TREx D2 cells, calcium flux, dopamine EC80; inhibition, % at 10 µM; in the data active = inhibition above about 30%; also: 0% is about no effect
Target sequence (P14416 whole entry, looked up): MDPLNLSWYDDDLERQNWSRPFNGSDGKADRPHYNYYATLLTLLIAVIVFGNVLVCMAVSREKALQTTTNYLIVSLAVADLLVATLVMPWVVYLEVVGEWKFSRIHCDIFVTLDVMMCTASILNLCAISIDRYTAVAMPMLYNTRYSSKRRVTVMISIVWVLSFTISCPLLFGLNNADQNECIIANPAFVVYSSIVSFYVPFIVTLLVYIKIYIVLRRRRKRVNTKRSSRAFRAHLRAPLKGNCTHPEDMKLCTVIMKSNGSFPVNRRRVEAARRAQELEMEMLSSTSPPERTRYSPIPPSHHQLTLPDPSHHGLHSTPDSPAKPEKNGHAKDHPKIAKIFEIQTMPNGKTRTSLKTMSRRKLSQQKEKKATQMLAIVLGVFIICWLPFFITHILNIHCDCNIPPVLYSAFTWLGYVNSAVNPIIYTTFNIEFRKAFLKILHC
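Compounds are added to dye-loaded, induced HEK293 T-REx cells coupled to calcium release via D2; after a 3 min kinetic read an EC80 dopamine stimulus is given and fluorescence is recorded for 3 more min.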
D2 agonist – activates the human D2 dopamine receptor; P14416; HEK293 T-REx D2 cells, calcium flux agonist mode; activation, % at 2 µM; 340,000 tested, 0.53% active; AID 485358;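 active = activation over 3 SD above normal in the single-dose calcium agonist read, cut at about 30% in these data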; also: 0% is about no effect
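Agonism scored from kinetic calcium signal (1 read/sec, 180 s) following compound pin transfer, after a 10 s baseline. Cells: HEK293 Trex line expressing inducible D2 receptor coupled to calcium, dye-loaded after overnight culture at 30 C.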
TRHR enhancer – allosterically enhances the human TRH receptor; 360,000 tested, 0.66% active; AID 493056; TRHR cells, fluo-8 calcium fluorescence, EC20 TRH enhancement; enhancement, % at 2 µM; P34981; in the data active = enhancement above about 30%; also: 0% is about no effect
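Enhancer read-out: after compound pinning and an initial kinetic agonist-mode read, an EC20 of TRH (10 nM final) was injected and fluo-8 calcium signal (Ex 480/Em 530) followed at 1 s/cycle for 100 cycles in TRHR-expressing cells.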
* hit, by the source's call; ? = inconclusive; · = not tested or not shown; & = joins results of further samples; [ ] = another dose, or the depositor's remark. Unless noted, calls follow the shape of the dose curve; as a rule, active = well fitted inhibition curve with a large enough effect; inconclusive = small, poorly fitted or top-dose-only effect; inactive = no such curve, though single readings can be large or run the other way.

structure	PI4K2A block	USP1 inh	rTrxR1 inhibitor	mIDH1 inhibitor	TrxR1 substrate	TRHR agonist	D2 antagonist	D2 agonist	TRHR enhancer
COc1ccc(CN2C[C@H](Cc3ccccc3)[C@@H](CC(=O)Nc3ccccc3)C2=O)cc1	0	-12%	10%[57.1 µM]	3%	-4%&-5%	-0.3	22	-0.4	-4
COc1ccc(OC)c(-n2c(=S)[nH]c3c(sc(=S)n3-c3ccccc3)c2=O)c1	-6	-17%	29%	0%	3%	1.3	1	-0.6	-1
CCCCc1nc2ccccc2c(=O)n1NC(=O)c1c(O)c2c(n(CC(C)C)c1=O)CCCC2	4	-14%	-12%	-1%	-11%	0.7	15	0.8	3
CCOC(=O)Cn1cnc2c(cnn2-c2ccc(C)c(C)c2)c1=O	-3	-20%	13%	-8%	4%	-0.5	·	-0.3	-3
CCN(C(=O)c1cn(C)c(=O)c2ccccc12)c1ccccc1F	-2	-17%	5%[57.1 µM]	-1%	6%[57.1 µM]	-0.7	·	·	-7
CCc1ccc(C(=O)Cn2ccsc2=N)cc1	-1	-11%	6%	-1%	-4%	-0.5	-3	-0.4	-2
O=S(=O)(O)c1nnc2sc3ccccc3n12	-4	-21%	-9%	0%	12%[57.1 µM]	0.5	-9	-0.9	-5
O=C1CCCc2[nH]nc(-c3cccnc3)c21	3	-5%	12%	2%	3%	-4.3	3	0.0	1

Sorted by count of non-hydrogen atoms (rising): part of the list above.
structure	PI4K2A block	USP1 inh	rTrxR1 inhibitor	mIDH1 inhibitor	TrxR1 substrate	TRHR agonist	D2 antagonist	D2 agonist	TRHR enhancer
O=C1CCCc2[nH]nc(-c3cccnc3)c21	3	-5%	12%	2%	3%	-4.3	3	0.0	1
COc1ccc(OC)c(-n2c(=S)[nH]c3c(sc(=S)n3-c3ccccc3)c2=O)c1	-6	-17%	29%	0%	3%	1.3	1	-0.6	-1
CCCCc1nc2ccccc2c(=O)n1NC(=O)c1c(O)c2c(n(CC(C)C)c1=O)CCCC2	4	-14%	-12%	-1%	-11%	0.7	15	0.8	3

(further entries)
structure	PI4K2A block	USP1 inh	rTrxR1 inhibitor	mIDH1 inhibitor	TrxR1 substrate	TRHR agonist	D2 antagonist	D2 agonist	TRHR enhancer
COc1ccc(N2CCN(Cc3cc(=O)c(OCC(=O)NC4CCCC4)co3)CC2)cc1	1	-5%	28%	0%	10%	0.6	3	1.4	-1
O=C(O)C1=C[C@@H](C2CC2)C[C@@H](OCCCCO)O1	2	-20%	-2%	0%	-2%	·	·	·	·
CCCOc1ccc(N2C(=O)CC(N(Cc3ccco3)C(C)=O)C2=O)cc1 (stereo unspecified)	1	-20%	2%	3%	-2%	-0.7	-3	0.0	4
Fc1ccc(N/N=C/c2cccnc2)c(F)c1	11	-21%	14%	7%	-3%	0.2	12	1.1	-2
CC(CNC(=O)c1ccc(CSc2nc3ccncc3n2Cc2ccccc2)cc1)c1ccccc1 (stereo unspecified)	-1	-22%	11%	-1%	-1%	2.5	·	0.6	2
Cc1cc(OCC(=O)OC(C)C(=O)Nc2ccc(N3CCOCC3)cc2)ccc1Cl (stereo unspecified)	5	-13%	7%	8%	-7%	1.3	27	1.2	-3
CC1CCC(NC(=O)CCc2cn(Cc3ccc(F)cc3)c3ccccc23)CC1 (stereo unspecified)	-1	-21%	27%	0%	-3%	-0.3	·	-0.5	13
O=c1c2ccccc2nc(COc2ccccc2)n1/N=C/c1cn[nH]c1-c1ccccc1	-3	-14%	14%	1%	3%	0.6	-7	-0.4	-1
Cc1ccc(NS(=O)(=O)c2cccc(C(=O)NCc3ccccn3)c2)cc1	-1	2%	-17%	-2%	-10%	0.1	8	0.6	2
Cc1cc(N2C(=O)C(O)=C(C(=O)c3cccs3)C2c2ccccc2)no1 (stereo unspecified)	0	3%	-10%[57.1 µM]	2%	-3%[57.1 µM]	-0.2	10	-1.7	3
COCC(=O)Nc1cccc(-c2nc3cccnc3s2)c1	-1	-26%	9%	7%	-1%	-0.2	·	-0.5	-3
COc1ccc(/C=C2/N=C(SC)NC2=O)cc1OC	3	-19%	13%[2.29 µM]	3%	12%[2.29 µM]	-0.5	-2	-0.3	11
CCn1c(NCc2cc(OC)ccc2OC)nc2ccccc21	5	-20%	20%	3%	3%	-0.1	-4	-0.1	-10
CNC(=O)C1CCN(S(=O)(=O)c2c(C)noc2/C=C/N(C)C)CC1	4	-24%	?	0%	-19%	0.3	8	0.3	2
O=C(NCCc1ccccc1)C(=O)Nc1cccc(Br)c1	1	8%	7%	-7%	3%	2.4	·	·	-9
CN1CCN(CCNC(=O)c2cnn(-c3ccc(F)cc3)c2C2CCN(C(=O)OC(C)(C)C)CC2)CC1	-3	-6%	16%	-2%	6%	0.4	·	1.3	21

Rewritten with values under each structure: part of the list above.
Value order: PI4K2A block | USP1 inh | rTrxR1 inhibitor | mIDH1 inhibitor | TrxR1 substrate | TRHR agonist | D2 antagonist | D2 agonist | TRHR enhancer
Cc1ccc(NS(=O)(=O)c2cccc(C(=O)NCc3ccccn3)c2)cc1
  -1 | 2% | -17% | -2% | -10% | 0.1 | 8 | 0.6 | 2
Cc1cc(N2C(=O)C(O)=C(C(=O)c3cccs3)C2c2ccccc2)no1 (stereo unspecified)
  0 | 3% | -10%[57.1 µM] | 2% | -3%[57.1 µM] | -0.2 | 10 | -1.7 | 3
COCC(=O)Nc1cccc(-c2nc3cccnc3s2)c1
  -1 | -26% | 9% | 7% | -1% | -0.2 | · | -0.5 | -3
COc1ccc(/C=C2/N=C(SC)NC2=O)cc1OC
  3 | -19% | 13%[2.29 µM] | 3% | 12%[2.29 µM] | -0.5 | -2 | -0.3 | 11
CCn1c(NCc2cc(OC)ccc2OC)nc2ccccc21
  5 | -20% | 20% | 3% | 3% | -0.1 | -4 | -0.1 | -10
CNC(=O)C1CCN(S(=O)(=O)c2c(C)noc2/C=C/N(C)C)CC1
  4 | -24% | ? | 0% | -19% | 0.3 | 8 | 0.3 | 2
O=C(NCCc1ccccc1)C(=O)Nc1cccc(Br)c1
  1 | 8% | 7% | -7% | 3% | 2.4 | · | · | -9

The list goes on:
structure	PI4K2A block	USP1 inh	rTrxR1 inhibitor	mIDH1 inhibitor	TrxR1 substrate	TRHR agonist	D2 antagonist	D2 agonist	TRHR enhancer
CCOC(=O)Cn1nc(C)c(NC(=O)COc2ccccc2)c1C	-1&-2	9%&-6%	1%&14%[57.1 µM]	4%&9%	7%	0.0&0.7	10	0.9&1.6	-1&-9
C=CCOc1ccc(/C=C/C(=O)OCC(=O)NC(C)c2ccc(F)cc2)cc1 (stereo unspecified)	1	-2%	-2%	-5%	7%	-0.2	-21	-0.5	3
CCN(Cc1ccccc1)Cc1c(F)cccc1F	0	-21%	9%	1%	5%	1.1	-10	0.7	-4
O=C(NCc1csc(-c2ccccc2)n1)c1ccco1	-6	4%	8%	1%	7%	-0.6	17	0.1	-5
CCOC(=O)c1cccc(NC(=O)CCc2c(C)nn(-c3ccc(N4CCOCC4)nn3)c2C)c1	-9	-11%	-6%[57.1 µM]	15%	-7%[57.1 µM]	-0.5	·	0.6	-3
O=C(Cn1nnc2c(cnn2-c2ccc(F)cc2)c1=O)Nc1ccccc1C(F)(F)F	1	-10%	12%	-6%	17%	1.5	-10	1.0	0
COc1ccccc1CNC(=O)CSc1nc2c(oc3ccccc32)c(=O)n1CC1CCCO1 (stereo unspecified)	-2	-19%	19%	5%	8%	-0.1	-10	-1.6	-3
O=C(NCc1ccccc1)C1CCCN(C(=O)NCc2ccccc2)C1 (stereo unspecified)	-18	-24%	12%	3%	6%	1.1	5	-0.2	-2
Cc1ccc(S(=O)(=O)NCCC(=O)NNC(=O)COc2ccc(Br)cc2)cc1C	2	-19%	16%	8%	4%	-1.1	-1	-0.1	-6
CN1CCN(C(CNC(=O)C(=O)Nc2ccccc2)c2ccc3c(c2)OCO3)CC1 (stereo unspecified)	-2	-9%	35%[57.1 µM]	-1%	7%[57.1 µM]	0.5	·	-0.1	2
Cc1ccc(NC2=NC3(CCCC3)N=C(N)N2)c(C)c1	-14	-12%	15%	1%	9%	-1.0	-8	0.3	-6
COc1ccccc1N1CCN(Cc2nc3ccsc3c(=O)[nH]2)CC1	4	-10%	2%[57.1 µM]	3%	12%[57.1 µM]	3.2	-10	0.3	-6
Cc1[nH]c2ccccc2c1Cc1nnc(SCC(=O)NCc2ccco2)o1	-1	-4%	-24%[57.1 µM]	-1%	1%[57.1 µM]	0.1	·	·	0
COc1ccc(OCC(=O)NCc2ccc3c(c2)CCN3C(=O)c2cccc(C)c2)cc1	-3	-22%	6%[57.1 µM]	-15%	-4%[57.1 µM]	-0.3	·	-0.8	0
Cc1ccc(NC(=O)Cn2c(=O)c3cc(Cl)ccc3n3nncc23)cc1	6	-22%	15%	-4%	2%	0.7	·	0.4	15
O=C(COC(=O)c1cc(S(=O)(=O)N2CCOCC2)ccc1F)c1ccc[nH]1	4	-15%	8%[57.1 µM]	-1%	12%[57.1 µM]	-0.2	-25	0.3	-4
Cc1cccc(NC(=O)c2cc(NC(=O)c3ccco3)ccc2N2CCCCC2)c1	-4	3%	25%	-3%	88%[activator]	0.3	·	·	0
N#CCC(=O)Nc1ccc(C(=O)OCC(=O)NC2CCCCCC2)cc1	-2	-20%	-4%	14%	-4%	1.9	1	-0.1	5
CCCCOc1ccc(NC(=O)Nc2nnc(C)s2)cc1	-1	-23%	7%[2.29 µM]	-4%	0%[57.1 µM]	1.2	-35	0.4	18
CCCCSc1cnn(-c2ccccc2)c(=O)c1SCCCC	1	-11%	28%	9%	3%	1.6	·	·	-1
